From PubChem
L3MBTL1 block = blocks human L3MBTL1. 230,000 compounds, 0.66% hits. AlphaScreen L3MBTL1–H3K9me1 peptide binding. Q9Y468. Potency, µM (highest dose often 57.1 µM), inactives show at the highest dose activity, negative = inhibition, usual class: inhibitors; note: nearly all actives have a fitted effect of over 60% in size
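Displacement of a biotinylated histone H3(1-15) peptide monomethylated at Lys9 (75 nM) from L3MBTL1 (50 nM) was measured by AlphaScreen after a 30 min room-temperature compound incubation; cefsulodin titration served as intraplate control.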
Tau ThT inhib = inhibitors of human tau fibril formation, thioflavin T binding; P10636; recombinant tau K18 P301L (four-repeat tau fragment), heparin-induced fibrillization, ThT fluorescence; Potency, µM (series often up to 57.4 µM), for inactives: top-dose activity, negative = inhibition, hits mostly inhibitors; 270,000 compounds, 2.1% hits; AID 1460; note: nearly all actives have a fitted effect of over 55% in size
Target sequence (P10636 561-689 P618L limits assumed): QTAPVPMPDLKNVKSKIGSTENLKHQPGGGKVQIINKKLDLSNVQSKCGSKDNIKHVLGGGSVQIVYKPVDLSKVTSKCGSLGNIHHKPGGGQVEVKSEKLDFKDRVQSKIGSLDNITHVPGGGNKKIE
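Heparin-induced fibrillization of the P301L-mutant K18 repeat-domain fragment of human tau was followed by ThT binding in quantitative high-throughput format.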
TR SRC2 fluor cs = Texas Red fluorescence interference in TRb-SRC2 counter-screen; Potency, µM (doses to about 106 µM), for inactives: top-dose fluorescence change, negative = quenching; AID 1479; 280,000 compounds, 0.29% hits; TRb/SRC2 Texas Red total fluorescence interference; active = well fitted curve in either direction with a large enough effect; inconclusive = small, poorly fitted or top-dose-only effect
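Human TRb ligand-binding domain at 0.6 uM with 20 nM Texas Red SRC2 peptide in Tris buffer containing 1 uM T3 and 5% DMSO, incubated with compound 5 h at ambient temperature. Total fluorescence (555/632 nm) calculated as parallel + 2 × perpendicular.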
TRb-SRC2 inh = TRbeta-SRC2 interaction inhibition. P10828. 280,000 compounds, 0.065% hits. TRbeta-SRC2 peptide binding, fluorescence polarization; receptor liganded with 1 µM T3. Potency, µM (titrated, usually from 106 µM), for the others: at the top dose activity change, negative = inhibition, actives largely listed as inhibitors;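 note: plate controls were bound peptide for no effect and peptide without receptor for full effect; nearly all actives have a fitted effect of over 50% in size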
Target sequence (P10828 whole entry, looked up): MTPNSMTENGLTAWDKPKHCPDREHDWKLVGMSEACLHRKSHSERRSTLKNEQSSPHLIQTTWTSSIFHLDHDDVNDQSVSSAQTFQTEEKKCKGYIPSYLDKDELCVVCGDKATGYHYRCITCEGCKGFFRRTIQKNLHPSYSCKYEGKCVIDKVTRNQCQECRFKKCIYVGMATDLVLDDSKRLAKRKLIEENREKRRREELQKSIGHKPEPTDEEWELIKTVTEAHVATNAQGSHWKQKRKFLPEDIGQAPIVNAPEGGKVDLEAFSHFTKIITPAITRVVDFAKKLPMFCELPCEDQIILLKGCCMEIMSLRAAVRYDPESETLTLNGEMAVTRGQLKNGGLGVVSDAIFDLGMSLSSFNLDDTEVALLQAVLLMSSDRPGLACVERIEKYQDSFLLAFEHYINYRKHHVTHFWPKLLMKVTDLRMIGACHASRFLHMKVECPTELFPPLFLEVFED
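TRb LBD 0.6 uM + Texas Red SRC2 peptide 20 nM, 1 uM T3, Tris buffer w/ 5% DMSO; compound pinned, 5 h RT; FP read ex 555/em 632; normalized to unbound and bound controls.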
GoLoco inh red = RGS12 GoLoco-Gai1 interaction inhibition; P63096; Gai1:RGS12 GoLoco peptide FP, rhodamine, 10 min; Potency, µM (series often up to 61.6 µM), without a hit: top-dose activity, negative = inhibition, hits mostly inhibitors; 230,000 compounds, 0.44% hits; AID 880; active = well fitted inhibition curve with a large enough effect, not every such curve was filed as active; inactive = no such curve, though single readings can be large or run the other way; note: nearly all actives have a fitted effect of over 30% in size; many of its hits are not listed in these tables
Target sequence (P63096 whole entry, looked up): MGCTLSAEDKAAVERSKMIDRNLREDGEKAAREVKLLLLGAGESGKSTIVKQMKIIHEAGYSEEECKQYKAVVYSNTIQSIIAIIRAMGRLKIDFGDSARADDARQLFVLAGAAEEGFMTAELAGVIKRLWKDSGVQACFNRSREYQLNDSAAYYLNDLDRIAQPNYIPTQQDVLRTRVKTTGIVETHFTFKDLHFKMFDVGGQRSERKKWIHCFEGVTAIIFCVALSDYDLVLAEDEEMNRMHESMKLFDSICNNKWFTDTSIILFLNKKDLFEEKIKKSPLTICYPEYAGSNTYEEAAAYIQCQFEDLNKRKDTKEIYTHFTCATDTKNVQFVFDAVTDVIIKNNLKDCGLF
Tau FP inhib = tau fibrillization inhibition (FP) | P10636 | K18 P301L tau heparin fibrillization, Alexa594 FP, 6 h | Potency, µM (series often up to 57.7 µM), inactives show top-dose activity, negative = inhibition, actives largely listed as inhibitors | 280,000 compounds, 0.39% hits; note: nearly all actives have a fitted effect of over 55% in size
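FP of Alexa 594-tau after heparin (20 uM) induction. Substrate: human K18 P301L, 15 uM unlabeled, 0.24 uM labeled. Buffer 100 mM sodium acetate pH 7. 6 hr, 37 C.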
JMJD2E inh = blocks human JMJD2E demethylase activity. B2RXH2. 230,000 compounds, 1.6% hits. Potency, µM (top dose mostly 57.1 µM), for inactives: top-dose activity change, negative = inhibition, hits mostly inhibitors. JMJD2E catalytic domain, FDH-coupled NADH fluorescence (FDH is formaldehyde dehydrogenase); active = well fitted inhibition curve with a large enough effect, not every such curve was filed as active; inconclusive = small, poorly fitted or top-dose-only effect, or another doubt; inactive = no such curve, though single readings can be large or run the other way;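 note: 0% = wells with enzyme and -100% = buffer wells without enzyme; nearly all actives have a fitted effect of over 50% in size; many of its hits are not listed in these tables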
RECQ1 helicase = inhibitors of human RECQ1 DNA helicase | RECQ1 DNA unwinding, red fluorescence kinetic read | Potency, µM (titrated, usually from 57.3 µM), inactives show at the highest dose activity, negative = inhibition, actives largely listed as inhibitors | P46063 | 240,000 compounds, 0.54% hits;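 note: plate controls were vehicle for no effect and no enzyme for full effect; nearly all actives have a fitted effect of over 30% in size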
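50 nM RECQ1T1 preincubated 15 min with compound in Tris pH 8.0 buffer with MgCl2, DTT, Tween-20 and 2.5 ug/ml poly(dI-dC); started with 200 nM TAMRA/BHQ-2 forked duplex and 2 mM ATP. Unwinding read as fluorescence (525/598 nm), two reads 2 h apart.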
Numbers without * were called inactive; i = inactive; ? = inconclusive; / = no result given; [ ] = dose if it differs, or a comment. Unless noted, calls come from the whole dose curve; as a rule, active = well fitted curve in the direction sought with a large enough effect; inconclusive = small, poorly fitted or top-dose-only effect, or another doubt; inactive = no such curve, though single readings can be large; an effect the other way counts as inactive or inconclusive. Unless noted, % is set by controls: 0 for no effect and ±100 for the full control effect; potency is the fitted concentration of half-maximal effect.

SMILES	L3MBTL1 block	Tau ThT inhib	TR SRC2 fluor cs	TRb-SRC2 inh	GoLoco inh red	Tau FP inhib	JMJD2E inh	RECQ1 helicase
CCOc1ccc(CNC(=O)c2cccc(Nc3nc4ccccc4n4nnnc34)c2)cc1OC	/	-3.0%	0.6%	1.0%	/	-4.8%	/	/
CC1(C(=O)CSc2n[nH]c(-c3ccccc3Cl)n2)CCC(=O)O1 (stereo unspecified)	2.0%	-11.4%	-3.3%	4.7%	-2.2%	-4.5%	-11.9%	-3.1%
Cc1cc2nc(C)c(Cc3ccccc3)c(=O)n2[nH]1	-1.6%	-14.9%	-3.4%	-3.8%	5.3%	7.8%	?	2.9%
Cc1ccsc1/C=N/NC(=O)C1C(=O)NCC1c1ccccc1 (stereo unspecified)	8.9%	-4.9%	-0.8%	4.5%	-17.8%	-6.8%	-15.6%	-9.5%
COc1ccc(C(=O)NC(=S)Nc2cccc(NC(=O)c3ccco3)c2)cc1[N+](=O)[O-]	-7.6%	?	-0.9%	5.3%	13.2%	?	1.1%	-5.5%
Cc1cc(C)c(Cn2cnc(-c3ccc([N+](=O)[O-])cc3)c2)c(C)c1	-7.6%	2.5%	0.3%	4.6%	-2.6%	0.6%	0.4%	-0.1%
CCOc1ccc(NCc2nc3ccccc3n2CCOc2ccccc2)cc1	?	?	1.5%	4.1%	5.3%	7.0%	7.5%	-10.8%
Cc1ccc(C(=O)O)cc1NC(=O)CN1C(=O)C2C3c4ccccc4C(Br)(c4ccccc43)C2C1=O (stereo unspecified)	0.5%	-5.2%	1.1%	-11.1%	5.7%	1.9%	-1.9%	-0.9%
CC(C)(C)C1=Nn2c(nnc2-c2ccccn2)SC1	-91.0%	1.6%	-3.4%	-3.6%	5.0%	-5.6%	-23.4%	-3.6%
CSc1n[nH]c2nc3c(c(=O)n12)C1(CCCCC1)Cc1ccccc1-3	6.7%	-25.1%	1.9%	-1.1%	-0.2%	8.3%	?	-2.7%
Cc1ccc(C2=NN(CC(=O)NCc3ccccn3)C(=O)CC2)cc1	-5.0%	2.6%	2.5%	-5.9%	13.1%	-0.6%	3.1%	-4.4%
CC(NC(=O)c1ccco1)C(c1cccs1)N1CCN(c2ccc(F)cc2)CC1 (stereo unspecified)	-14.6%	-9.7%	1.2%	10.6%	30.6%[activator]	6.1%	?	-10.3%
O=C(C1CCCO1)N1CCN(S(=O)(=O)c2ccccc2)CC1 (stereo unspecified)	9.7%	-18.4%	1.9%	-4.9%	1.5%	0.8%	6.3%	-14.2%
C=CCN(CC=C)C(=O)COC(=O)c1n[nH]c2ccccc12	10.4%	-1.2%	-5.4%	-4.6%	7.8%	-2.4%	?	-11.6%
O=c1nc(-c2ccccc2)c2cc(Cl)ccc2[nH]1	4.7%	-0.3%	-0.2%	1.1%	2.1%	-0.5%	?	0.6%
CCCCc1cc(=O)oc2cc(OCC(=O)N3CCc4ccccc43)ccc12	/	-8.4%	-5.3%	-1.6%	2.9%	3.5%	16.3%	-8.0%
CCc1c(C)nc2nncn2c1NCc1ccc(Cl)cc1	/	12.1%	0.0%	0.6%	/	4.3%	/	/
CC(=O)N1CCCc2ccc(NC(=O)c3ccc(C(F)(F)F)cc3)cc21	/	-5.6%	-2.0%	-1.1%	/	0.4%	/	/
Cn1c2ccccc2c2c(C(=O)N3CCN(c4cccc(Cl)c4)CC3)cn(C3CCCCC3)c(=O)c21	/	-11.9%	0.3%	0.7%	/	-3.3%	/	/
COc1ccc(-c2nc(SCc3ccccc3)n(S(C)(=O)=O)n2)cc1	5.5%	?	-3.1%	5.1%	6.8%	?	10.3%	?
Cc1ccc(CNC(=O)CCn2cnc3ccccc3c2=O)cc1	/	7.6%	-1.1%	-15.8%	/	-2.4%	/	/
CCC(C(=O)Nc1cc(C)ccc1C)n1c(=O)c(C(F)(F)F)nc2ccccc21 (stereo unspecified)	/	?	-2.8%	7.5%	/	-8.5%	/	/
CSc1cccc(NC(=O)CN(C2CCCCC2)S(C)(=O)=O)c1	/	0.4%	1.5%	1.2%	2.0%	-5.6%	-1.5%	-3.4%
Cc1cc(C)c2c(c1)/C(=N/NC(=O)c1cc(C)oc1C)CCC2	-8.0%	-1.0%	-1.0%	3.1%	7.6%	-12.7%	-0.3%	8.5%
COc1cc(OC)cc(C(=O)NC(=S)NNC(=O)Cc2cccs2)c1	37.0%[activator]	-3.1%	0.316µM*[quencher]	?	-4.8%	-10.2%	-0.5%	-7.1%
Cc1cc(S(=O)(=O)Nc2ccc(C(=O)O)cc2)c(C)c(S(=O)(=O)c2ccc(Cl)cc2)c1	/	-15.5%	2.7%	0.7%	/	7.4%	/	/
Cc1cc(C(=O)N2CCN(c3cccc(Cl)c3)CC2)c2c(C)nn(-c3ccccc3Cl)c2n1	/	-7.0%	3.1%	-1.3%	/	3.0%	/	/
O=C(O)CNC(=O)c1ccc(S(=O)(=O)N2CCOCC2)cc1	/	1.8%	3.5%	10.4%	7.2%	-0.5%	0.4%	i
CCn1c(O)c(C2=c3ccccc3=NC2=O)c2cc(Br)ccc21	-14.2%	4.4%	-0.2%	5.2%	34.5%[activator]	7.6%	-7.9%	14.4%
CCOc1ccc(NC(=S)N2CCCN(Cc3cc(C)ccc3C)C2)cc1	/	-6.2%	4.8%	6.3%	0.4%	8.3%	40.1%[activator]	-5.4%
CCn1cc(C(=O)O)c(=O)c2cc(Br)ccc21	/	-2.1%	-3.0%	0.6%	2.4%	18.2%	6.0%	i
COc1ccc(CCNc2nc(C)nc3c2oc2ccccc23)cc1OC	/	?	-6.4%	2.3%	15.9%	-4.5%	0.4%	i
CCCn1cc(CN2CCCC(CNC(=O)c3ccc(F)cc3)C2)c(C)n1 (stereo unspecified)	7.6%	3.3%	-6.9%	5.0%	2.0%	10.2%	-7.1%	i
O=C(/C=C/c1ccccc1)NC(=S)Nc1ccc(CN2CCOCC2)cc1	-6.6%	-9.6%	-0.4%	5.8%	3.6%	2.3%	1.9%	-6.7%
CCc1c(C)nc(Nc2nc(C)c3ccc(OC)cc3n2)[nH]c1=O	/	11.8%	-2.3%	10.4%	2.0%	6.7%	2.6%	-2.7%
O=C(O)C1(NS(=O)(=O)c2ccc(Cl)cc2)CCCCC1	/	-15.0%	0.8%	-8.1%	3.7%	-1.5%	-0.5%	-14.4%
CC(=O)c1ccc(N2C(=O)N(Cc3ccccc3C#N)c3ccccc3S2(=O)=O)cc1	/	8.6%	-1.9%	-3.8%	/	0.0%	/	/
Clc1ccccc1CO/N=C1\CCCc2nonc21	40.9%[activator]	-6.9%	1.3%	-3.7%	2.8%	-8.7%	5.4%	-5.2%
CC(C)CNC(=O)C(=O)NCCCN1CCOCC1	6.5%	-3.8%	-0.3%	-3.1%	15.2%	0.1%	2.4%	-3.9%
Cc1ccccc1-c1nn(-c2ccc(F)cc2F)cc1CNCCN(C)C	-17.0%	-17.5%	-1.0%	3.2%	18.0%	-4.0%	-5.2%	-11.8%
CCOc1cc(C(=O)Nc2ccc(NC(C)=O)cc2)ccc1OCC(=O)N1CCCCC1	-1.6%	?	-6.7%	-0.9%	-24.1%	10.6%	0.8%	1.6%
c1csc(-c2nn3cnnc3c3ccccc23)c1	-12.2%	-12.6%	-1.4%	-3.2%	20.9%	1.0%	-3.4%	-1.4%
CC(=C1C(=O)c2ccccc2C1=O)N1CCN(CCN=CC2=C(O)CC(C)(C)CC2=O)CC1	3.3%	-7.1%	-4.5%	-4.4%	-8.3%	5.1%	4.5%	-3.3%
CN1C=C(C(F)(F)F)C=C/C1=C(\C#N)c1nnc2n1CCCCC2	4.2%	3.5%	-0.2%	4.0%	6.2%	-1.1%	-7.2%	-0.4%
Cc1[nH]nc2c1C(c1ccc(OC(=O)c3ccco3)cc1)C(C#N)=C(N)O2 (stereo unspecified)	1.2%	?	-0.1%	8.2%	15.0%	-11.1%	-1.1%	-12.7%
Cc1ccc(C2CC(C(F)(F)F)n3ncc(C(=O)NCc4ccco4)c3N2)cc1 (stereo unspecified)	-7.4%	-9.1%	2.5%	-0.2%	-0.2%	0.1%	-4.2%	-6.2%
CC(=O)c1ccc(NC(=O)Cn2c(-n3nc(C)cc3C)nc(C)c(C)c2=O)cc1	/	?	-0.6%	0.7%	/	?	/	/

Compounds listed so far with fluorine:
SMILES	L3MBTL1 block	Tau ThT inhib	TR SRC2 fluor cs	TRb-SRC2 inh	GoLoco inh red	Tau FP inhib	JMJD2E inh	RECQ1 helicase
CC(NC(=O)c1ccco1)C(c1cccs1)N1CCN(c2ccc(F)cc2)CC1 (stereo unspecified)	-14.6%	-9.7%	1.2%	10.6%	30.6%[activator]	6.1%	?	-10.3%
CC(=O)N1CCCc2ccc(NC(=O)c3ccc(C(F)(F)F)cc3)cc21	/	-5.6%	-2.0%	-1.1%	/	0.4%	/	/
CCC(C(=O)Nc1cc(C)ccc1C)n1c(=O)c(C(F)(F)F)nc2ccccc21 (stereo unspecified)	/	?	-2.8%	7.5%	/	-8.5%	/	/
CCCn1cc(CN2CCCC(CNC(=O)c3ccc(F)cc3)C2)c(C)n1 (stereo unspecified)	7.6%	3.3%	-6.9%	5.0%	2.0%	10.2%	-7.1%	i
Cc1ccccc1-c1nn(-c2ccc(F)cc2F)cc1CNCCN(C)C	-17.0%	-17.5%	-1.0%	3.2%	18.0%	-4.0%	-5.2%	-11.8%
CN1C=C(C(F)(F)F)C=C/C1=C(\C#N)c1nnc2n1CCCCC2	4.2%	3.5%	-0.2%	4.0%	6.2%	-1.1%	-7.2%	-0.4%
Cc1ccc(C2CC(C(F)(F)F)n3ncc(C(=O)NCc4ccco4)c3N2)cc1 (stereo unspecified)	-7.4%	-9.1%	2.5%	-0.2%	-0.2%	0.1%	-4.2%	-6.2%

These rows are one share of the data; count on the stated rates, not on these rows.
